Bioassay records (PubChem BioAssay)
TCR act = activators of T cell receptors | Potency, µM (doses to about 9.22 µM), for inactives: top-dose activation of IL-2 secretion, actives largely listed as activators | 330,000 tested, under 10 active | primary human leukocytes, anti-CD3, IL-2 HTRF, 48 h | AID 504894; note: % of control where 0% means no effect
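IL-2 produced over 48 hr by a-CD3 bead-stimulated primary human leukocytes exposed to compounds was detected with a homogeneous time-resolved FRET immunoassay, 665nm acceptor signal after 320nm excitation.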
TSHR antagonist = human thyrotropin receptor antagonism. TSHR-expressing cells, TSH-stimulated cAMP HTRF, 2 h; hits give low values. activity change, negative = inhibition, % at 11.5 µM. 330,000 tested, 0.2% active;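 active = activity change below a set negative limit, meaning inhibition stronger than a set level, cut at about -70% in these data; inconclusive = activity change between two set negative limits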; note: % is set by controls: 0 for no effect and ±100 for the full control effect
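Read-out is FRET at 665 nm (cryptate excitation 337 nm) from a cryptate-tagged anti-cAMP antibody, competed by cell cAMP against cAMP-d2. Compounds are tested on freshly harvested TSHR cells challenged with 4nM TSH (EC80) for 2 hours at 37 deg C.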
Menin-MLL TR inh = displaces Texas Red mutant MLL peptide from human menin. O00255. Menin + Texas Red MLL mutant peptide, fluorescence polarization. Potency, µM (top dose mostly 61.6 µM), without a hit: at the top dose FP activity change, negative = inhibition, actives largely listed as inhibitors. 270,000 tested, 0.23% active. AID 1768; active = well fitted inhibition curve with a large enough effect in the polarisation, with a control signal flat, not every such curve was filed as active; inconclusive = small, poorly fitted or top-dose-only effect, or effect the other way, or a change in a side signal; inactive = no such curve, though single readings can be large or run the other way; the % refers to the polarisation; note: potency is the fitted concentration of half-maximal effect; % of control where 0% means no effect; many of its hits are not listed in these tables
ASM inhibitor = blocks human secretory acid sphingomyelinase | P17405 | placental ASM, HMU-PC fluorogenic substrate, 60 min | Potency, µM (top dose mostly 57.5 µM), for the others: top-dose activity change, negative = inhibition, usual class: inhibitors | 340,000 tested, 0.006% active; note: potency is the fitted concentration of half-maximal effect
Target sequence (P17405 47-631 limits assumed): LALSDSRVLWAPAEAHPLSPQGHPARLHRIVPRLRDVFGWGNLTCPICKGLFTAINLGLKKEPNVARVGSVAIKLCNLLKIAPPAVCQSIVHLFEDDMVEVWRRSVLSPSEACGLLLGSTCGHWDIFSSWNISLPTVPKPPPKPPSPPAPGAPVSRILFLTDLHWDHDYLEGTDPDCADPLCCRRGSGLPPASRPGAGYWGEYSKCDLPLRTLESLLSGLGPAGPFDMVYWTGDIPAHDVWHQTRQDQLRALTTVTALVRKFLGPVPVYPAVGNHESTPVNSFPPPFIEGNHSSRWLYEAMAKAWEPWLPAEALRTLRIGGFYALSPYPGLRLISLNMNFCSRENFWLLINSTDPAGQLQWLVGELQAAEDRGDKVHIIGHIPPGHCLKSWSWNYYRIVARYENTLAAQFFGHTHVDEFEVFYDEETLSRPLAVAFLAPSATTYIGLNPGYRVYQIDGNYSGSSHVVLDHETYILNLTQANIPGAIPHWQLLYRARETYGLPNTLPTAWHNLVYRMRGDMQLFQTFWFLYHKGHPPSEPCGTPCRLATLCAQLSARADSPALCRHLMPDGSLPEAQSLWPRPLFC
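Human placenta-derived ASM enzyme was preincubated with compound for 10 minutes at room temperature, then given fluorogenic substrate HMU-PC0 (9 uM final) for 60 minutes at 37 °C; a pH 10 stop preceded fluorescence reading at Ex 386/Em 447 nm.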
Mito fusion yeast = blocks mitochondrial division or promotes mitochondrial fusion. AID 485298. S. cerevisiae fusion-defective mutant growth rescue, CellTiterGlo 48 h. Potency, µM (titrated, usually from 46.1 µM), without a hit: top-dose growth rescue (activation), most hits filed as activators. 320,000 tested, 0.23% active;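 note: potency is the fitted concentration of half-maximal effect; % of control where 0% means no effect; nearly all actives have a fitted effect of over 45% in size; temperature-sensitive fusion mutants such as fzo1-1 at 37 °C on non-fermentable ethanol glycerol medium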
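Luminescent cell viability in 1536-well qHTS format served as the measure of rescued growth in ts fusion-mutant S. cerevisiae cultured on non-fermentable YPEG for 48 hours at 37C.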
MBNL1-CUG inh = blocks human MBNL1 binding to CUG repeat RNA | AID 2675 | TR-FRET MBNL1-His/biotin-(CUG)12 binding, 665/545 ratio | Potency, µM (highest dose often 57.5 µM), for inactives: at the highest dose activity change, negative = inhibition, most hits filed as inhibitors | 280,000 tested, 0.036% active; active = well fitted inhibition curve with a large enough effect in the signal ratio, with a control signal flat, not every such curve was filed as active; inconclusive = small, poorly fitted or top-dose-only effect, or effect the other way, or a change in a side signal; inactive = no such curve, though single readings can be large or run the other way; the % refers to the signal ratio; note: potency is the fitted concentration of half-maximal effect; % is set by controls: 0 for no effect and ±100 for the full control effect
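Ratiometric TR-FRET (665 over 545 nm, excitation 340 nm) tracks disruption of MBNL1-His/biotin-(CUG)12 complex after 60 min at room temperature, with compounds at 92 nM to 58 uM final.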
A-T KAP1 phos = potential ataxia-telangiectasia treatments restoring KAP-1 phosphorylation; Potency, µM (series often up to 57.5 µM), for inactives: top-dose activation, usual class: activators; […] A-T fibroblasts, KAP-1 phosphorylation AlphaLISA; neocarzinostatin DNA damage 30 min before lysis; 320,000 tested, 0.19% active; note: potency is the fitted concentration of half-maximal effect; % of control where 0% means no effect; nearly all actives have a fitted effect of over 45% in size
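hTERT-immortalized A-T patient fibroblasts ([…]), 500 cells/well in OPTI-MEM, 1% FBS, got compounds for 60 min, then NCS for 30 min at 37C. Lysates were then assayed for phospho-KAP-1 by AlphaLISA (anti-pKAP1 donor, anti-KAP1 acceptor beads), 6 hr at 25C.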
CXXC DNA block = MLL CXXC-DNA interaction inhibition; Q03164; MLL-CXXC / FITC-HOXA9 DNA fluorescence polarization; Potency, µM (doses to about 115 µM), without a hit: top-dose activity change, negative = inhibition, actives largely listed as inhibitors; 290,000 tested, 0.037% active; active = well fitted inhibition curve with a large enough effect in the polarisation, with a control signal flat, not every such curve was filed as active; inconclusive = small, poorly fitted or top-dose-only effect, or effect the other way, or a change in a side signal; inactive = no such curve, though single readings can be large or run the other way; the % refers to the polarisation; note: potency is the fitted concentration of half-maximal effect
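Steps: dispense CXXC domain solution (7 uM) → pin compounds or unlabeled HOX-A9 DNA control → 5 min ambient → add FLSN-HOX-A9 solution (50 nM) → spin → 30 min ambient → fluorescence polarization. Tris pH 7.5/NaCl/DTT/BSA buffer.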
Integrin act MD = integrin-mediated muscular dystrophy alleviation activation; 350,000 tested, 0.064% active; Potency, µM (top dose mostly 38.3 µM), for the others: at the top dose activation, most hits filed as activators; alpha7betagal myoblasts, beta-gal FDG fluorescence, 48 h;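 note: potency is the fitted concentration of half-maximal effect; 100% = response of the positive control SU9516; nearly all actives have a fitted effect of over 60% in size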
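Alpha7betagal+/- myoblasts (passage 13) were plated 16-24 hr, then exposed to compounds (1:260 dilution of DMSO stock) for 48 hours at 37C. After MPER lysis, β-galactosidase reporter activity was read as FDG fluorescence (ex 480/em 540) after 30 minutes.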
TSG101-PTAP inh = blocks PTAP/TSG101 interaction to inhibit HIV-1 budding. Q99816. Fluorescence polarization, FITC-PTAP peptide / Tsg101 binding. Potency, µM (titrated, usually from 115 µM), for the others: at the highest dose activity change, negative = inhibition, most hits filed as inhibitors. 340,000 tested, under 10 active. AID 493005; active = well fitted inhibition curve with a large enough effect in the main read-out, with a control signal flat, not every such curve was filed as active; inconclusive = small, poorly fitted or top-dose-only effect, or effect the other way, or a change in a side signal; inactive = no such curve, though single readings can be large or run the other way; note: potency is the fitted concentration of half-maximal effect; % of control where 0% means no effect
Target sequence (Q99816 whole entry, looked up): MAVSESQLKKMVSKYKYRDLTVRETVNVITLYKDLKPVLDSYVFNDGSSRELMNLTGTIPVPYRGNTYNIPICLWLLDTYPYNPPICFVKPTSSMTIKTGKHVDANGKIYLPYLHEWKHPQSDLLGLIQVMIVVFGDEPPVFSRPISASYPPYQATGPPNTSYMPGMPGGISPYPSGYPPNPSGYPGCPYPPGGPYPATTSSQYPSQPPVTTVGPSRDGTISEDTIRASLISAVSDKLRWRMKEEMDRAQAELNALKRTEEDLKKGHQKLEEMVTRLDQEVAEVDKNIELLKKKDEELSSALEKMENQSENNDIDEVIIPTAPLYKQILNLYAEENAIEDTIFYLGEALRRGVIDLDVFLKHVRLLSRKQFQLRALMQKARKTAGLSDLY
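FP read-out: FITC-PTAP peptide, 50 nM final, binding Tsg101 binding domain, 10 uM final; 20 min, r.t.; 10 mM HEPES pH 7.5, 0.15 M NaCl, 0.01% Tween 20, 3 mM EDTA, 0.1 mM TCEP.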
The depositor's hits bear a star; ? = inconclusive; / = not tested or not shown; [ ] = another dose, or the depositor's remark. Unless noted, calls come from the whole dose curve; as a rule, active = well fitted curve in the direction sought with a large enough effect; inconclusive = small, poorly fitted or top-dose-only effect, or another doubt; inactive = no such curve, though single readings can be large; an effect the other way counts as inactive or inconclusive. The list is partial; the hit share may differ from the screen's.

Compound	TCR act	TSHR antagonist	Menin-MLL TR inh	ASM inhibitor	Mito fusion yeast	MBNL1-CUG inh	A-T KAP1 phos	CXXC DNA block	Integrin act MD	TSG101-PTAP inh
O=C(CNC(=O)/C=C/c1ccco1)N=Nc1c(O)[nH]c2ccccc12	5%	-5	?	4%	0%	?	-2%	-2%	1%	-4%
COC(=O)CCc1sc(NC2CCCCC2)nc1-c1ccc(OC)cc1	0%[46.1 µM]	-7	-9%	1%	2%	73%[activator]	0%	23%	-38%	0%
Cc1ccc2nc3c(cc2c1)CN(Cc1ccco1)C(=NCC1CCCO1)S3 (configuration not stated)	-6%	-9	-26%	-2%	4%	3%	9%	10%	-11%	-2%
c1ccc(CN2CCN(c3nc(NCc4ccco4)c4ccccc4n3)CC2)cc1	0%	-18	-29%	9%	18%	?	6%	?	-42%	-2%
CC1C(=O)Nc2ccccc2N1C(=O)c1c(F)cccc1F (configuration not stated)	-1%	-5	-4%	0%	4%	3%	-3%	-5%	-4%	-2%
COc1cc(C(c2nnnn2C(C)(C)C)N2CCN(C)CC2)cc(OC)c1OC (configuration not stated)	-1%	12	-7%	2%	3%	6%	/	3%	32%	2%
COc1ccc(C(=O)/C=C\c2ccc(NC(=O)c3cccs3)cc2)cc1	-1%	-12	-19%	58%[activator]	-4%	7%	1%	20%	-19%[7.66 µM]	-1%
COC(=O)c1ccc(NC(=O)c2ccc(CN3CCOCC3)cc2)cc1	/	-13	10%	2%	11%	-4%	-1%	0%	11%	/
CC12CN3CC(C)(CN(C1)C3c1ccc(Cl)cc1Cl)C2O (configuration not stated)	-3%	0	-13%	4%	-12%	-3%	4%	13%	26%	-1%
COc1ccc(C(=O)c2ncc(C(F)(F)F)cc2Cl)cc1	-5%	0	0%	0%	25%	3%	3%	2%	-26%	1%
COc1cc(Cl)ccc1OCc1cc(C(=O)N2C[C@@H]3CCC[C@H]2C3)no1	-4%	8	/	/	0%	-1%	-2%	13%	-12%	-1%
Cc1ccc(C)c2[nH]c(=O)c(CN(CCCN(C)C)C(=O)NCc3ccccc3)cc12	0%	1	0%	-1%	0%	5%	6%	-1%	-43%	-1%
COc1ccc(/C=N/NC(=O)COc2cccc3cccnc23)cc1OC	-5%	-5	1%	2%	-4%	4%	2%	2%	-15%	-2%
O=C(NC1CCS(=O)(=O)C1)c1ccc(N2CCCCC2)c([N+](=O)[O-])c1 (configuration not stated)	0%	-3	/	-3%	0%	?	/	-2%	0%	-2%
Nn1c(SCc2ccc(C(=O)O)cc2)nnc1-c1ccc(Cl)cc1Cl	9%	-12	-8%	-1%	?	-6%	1%	1%	?	-3%
CC(Oc1ccc(C(C)(C)C)cc1)C(=O)NCC(c1ccco1)N1CCCC1 (configuration not stated)	-2%	4	/	-1%	1%	/	-6%	/	7%	-3%
O=C(c1ccc(N2CCCCS2(=O)=O)cc1)N1CCN(c2ccccc2F)CC1	1%	7	/	-3%	-8%	2%	-3%	1%	0%	0%
O=C(O)c1ccc2c(=O)n3c(nc2c1)/C(=C/c1cccc(Cl)c1Cl)CC3	-3%	-7	28%	46%[activator]	9%	16%	0%	17%	5%	-19%
COc1ccc(CCC(=O)Nc2ccc(Cn3ccnc3)cc2)cc1	-1%	6	17%	-1%	3%	-14%	-10%	10%	23%	-2%
O=C(Nc1nn[nH]n1)c1cc(-c2ccc(Cl)c(Cl)c2Cl)nc2ccccc12	5%	-10	8%	-1%	-3%	3%	4%	?	1%	-25%
COc1ccccc1NC(=O)CN(c1ccccc1F)S(C)(=O)=O	-2%	-2	4%	-2%	-5%	1%	5%	-2%	7%	-6%
CCOc1ccc(NC(=S)Nc2cc(C)[nH]n2)cc1	-1%	7	0%	-1%	-3%	-1%	4%	-2%	-16%	-4%
O=C(OCc1ccc([N+](=O)[O-])cc1)C1CC(=O)N(Cc2ccccc2)C1 (configuration not stated)	-1%[46.1 µM]	-10	/	-1%	/	/	-11%	/	-7%	-4%
Cc1nc2c(C)cccc2cc1C(=O)N/N=C/c1cccc([N+](=O)[O-])c1	-8%[46.1 µM]	9	-7%	-16%	-4%	15%	3%	2%	-8%	-1%
O=C(NC1CCCCC1)C(c1ccccc1)N(Cc1ccco1)C(=O)c1csnn1 (configuration not stated)	4%	-8	-1%	3%	1%	-3%	-2%	-2%	4%	-2%
C=CCOc1ccc(/C=C2\SC(N)=NC2=O)cc1OC	8%	5	-11%	29%	16%	?	-3%	44%[activator]	-6%	7%
CCOC(=O)CC(=O)CSc1nc2c(C)c(C)ccc2cc1C	/	-2	?	-3%	9%	-5%	13%	2%	2%	-2%
CCC(NC(=O)CNC(=O)c1ccc2c(c1)OCO2)c1ccc(Br)cc1 (configuration not stated)	6%	4	/	0%	-2%	/	3%	/	-8%	0%
O=C(Nc1ccc2c3c(cccc13)CC2)c1ccc(Br)o1	0%	-14	-6%	-1%	0%	5%	/	5%	16%	-3%
CCc1cc2ccccc2nc1Cl	3%	-9	-12%	-2%	3%	0%	-2%	-4%	25%	0%

One compound at a time, from the list above. Values in the order: TCR act	TSHR antagonist	Menin-MLL TR inh	ASM inhibitor	Mito fusion yeast	MBNL1-CUG inh	A-T KAP1 phos	CXXC DNA block	Integrin act MD	TSG101-PTAP inh
`COc1ccc(/C=N/NC(=O)COc2cccc3cccnc23)cc1OC` in the list: -5%	-5	1%	2%	-4%	4%	2%	2%	-15%	-2%
`COc1cc(C(c2nnnn2C(C)(C)C)N2CCN(C)CC2)cc(OC)c1OC` (configuration not stated) in the list: -1%	12	-7%	2%	3%	6%	/	3%	32%	2%

Later entries.
Compound	TCR act	TSHR antagonist	Menin-MLL TR inh	ASM inhibitor	Mito fusion yeast	MBNL1-CUG inh	A-T KAP1 phos	CXXC DNA block	Integrin act MD	TSG101-PTAP inh
O=C(/C=C/c1ccco1)Nc1ccc2c(c1)OCCO2	-1%	6	20%	-4%	-1%	12%	-1%	-3%	-6%	0%
Cc1ccc2nc(N3CCN(C(=O)c4ccccc4F)CC3)c(C#N)cc2c1	-5%	/	/	181%[activator]	/	/	/	/	-14%	0%
O=C(NNc1c(Cl)cccc1Cl)c1sccc1Cl	0%	-6	/	-9%	4%	/	7%	3%	-24%	-2%
N#Cc1ccc(NC(=O)COC(=O)CCc2ccc(S(=O)(=O)N3CCCCC3)cc2)cc1	-1%[46.1 µM]	16	26%	-1%	-1%	16%	3%	1%	2%	-5%
COc1cc(/C=C/C(=O)O)ccc1OS(=O)(=O)c1cc(C)ccc1C	4%	-8	3%	0%	-2%	8%	-1%	-8%	16%	2%
Cc1cc(/C(=N/O)C(C)(C)NO)ccc1Cl	-2%	4	5%	-5%	-2%	?	5%	0%	-5%	-4%

Some of the entries so far, as labelled records.
molecule: O=C(/C=C/c1ccco1)Nc1ccc2c(c1)OCCO2
  TCR act: -1%; TSHR antagonist: 6; Menin-MLL TR inh: 20%; ASM inhibitor: -4%; Mito fusion yeast: -1%; MBNL1-CUG inh: 12%; A-T KAP1 phos: -1%; CXXC DNA block: -3%; Integrin act MD: -6%; TSG101-PTAP inh: 0%

molecule: Cc1ccc2nc(N3CCN(C(=O)c4ccccc4F)CC3)c(C#N)cc2c1
  TCR act: -5%; TSHR antagonist: /; Menin-MLL TR inh: /; ASM inhibitor: 181%[activator]; Mito fusion yeast: /; MBNL1-CUG inh: /; A-T KAP1 phos: /; CXXC DNA block: /; Integrin act MD: -14%; TSG101-PTAP inh: 0%

molecule: O=C(NNc1c(Cl)cccc1Cl)c1sccc1Cl
  TCR act: 0%; TSHR antagonist: -6; Menin-MLL TR inh: /; ASM inhibitor: -9%; Mito fusion yeast: 4%; MBNL1-CUG inh: /; A-T KAP1 phos: 7%; CXXC DNA block: 3%; Integrin act MD: -24%; TSG101-PTAP inh: -2%
